Mot1-301 SUMO = yeast Mot1-301 growth rescue at high temperature, primary screen, SUMOylation pathway inhibitor project, S. cerevisiae, ATP luminescence, 38.5C; S. cerevisiae Mot1-301 growth rescue; percent above DMSO median, 100 means doubled; hit rate 1% among 320,000; growth rescue, % at 18.8 µM;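 active = every valid replicate shows activation above 250% relative to neutral control wells; inactive = the rest, any valid replicate at or below 250%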;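 also: OY570 slx delta 5 strain wells were the positive control but not used for scaling; some compounds called inactive have numbers as strong as hits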
CDK5 inh = inhibitors of human CDK5/p35 kinase, primary screen, biochemical, single concentration. hit rate 0.01% among 330,000. inhibition, % at 10 µM. Recombinant CDK5/p35, ADP-Glo luminescence, 60 min. Cyclin-dependent kinase 5 (Homo sapiens) + Cyclin-dependent kinase 5 activator 1 (Homo …;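 active = highest replicate inhibition of at least 50% and at least 75% of replicates reaching 50%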;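 also: plate controls were DMSO neutral control for no effect and GW8510 at 10 µM for full effect; many of its hits are not listed in these tables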
DAGLB inhibitor = DAGLB lipase inhibitors, primary screen, biochemical, fluorescence, HTS; hit rate 0.059% among 340,000; inhibition, % at 5.17 µM; HEK293T DAGLB membrane lysate, EnzChek fluorogenic substrate; in the data active = inhibition above about 34%;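 also: 0% = enzyme with vehicle and 100% = wells lacking enzyme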
PKA-R2B activ = activators of PKA-R2B holoenzyme, primary screen, biochemical, fluorescence polarization, Cy5-IP20, human | cAMP-dependent protein kinase catalytic subunit beta (Homo sapiens) + cAMP-dependent … | activation, % at 11.4 µM | PKA-R2B holoenzyme dissociation; R2B truncated from residue 108, S112A mutant; 0% DMSO only, 100% 113 µM cGMP | hit rate 0.079% among 340,000;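 active = activation above a cutoff set at the mean over all compounds plus 3 SD, cut at about 18% in these data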;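 also: higher means more holoenzyme dissociation and a rise in polarization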
Target sequence (P31323 whole entry, looked up, other chains not shown, the tested form may be a part): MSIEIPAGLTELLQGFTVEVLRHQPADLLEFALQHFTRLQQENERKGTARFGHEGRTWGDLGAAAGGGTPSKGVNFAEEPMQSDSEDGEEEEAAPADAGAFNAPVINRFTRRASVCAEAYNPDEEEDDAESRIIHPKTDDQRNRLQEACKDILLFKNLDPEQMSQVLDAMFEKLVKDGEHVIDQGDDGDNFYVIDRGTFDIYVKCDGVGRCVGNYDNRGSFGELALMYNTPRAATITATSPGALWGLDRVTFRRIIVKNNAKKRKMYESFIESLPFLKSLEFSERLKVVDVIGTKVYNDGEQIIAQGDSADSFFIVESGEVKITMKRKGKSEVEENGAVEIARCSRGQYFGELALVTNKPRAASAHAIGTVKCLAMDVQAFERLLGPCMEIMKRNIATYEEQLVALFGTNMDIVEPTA
PKA-R1A activ = activators of PKA-R1A holoenzyme, primary screen, biochemical, fluorescence polarization, Cy5-IP20, bovine R1A, mouse PKAc | cAMP-dependent protein kinase type I-alpha regulatory subunit (Bos taurus) + … | PKA-R1A dissociation; scaled: DMSO 0%, 113 µM cGMP 100% | hit rate 0.083% among 340,000 | activation, % at 11.4 µM | AID 504707, 2011;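 active = percent activation above the mean of all tested compounds plus 3 SD, cut at about 19% in these data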;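 also: higher means more PKAc released from R1A so a rise in polarization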
HTR5A ag ctr = HTR5A agonists in luminescence cell assay, primary screen, counter-screen for OPRM1-OPRD1 heterodimer agonist project, full-deck HTS; 5-hydroxytryptamine receptor 5A (Homo sapiens), P47898; cell-based; activation, % at 9.3 µM; hit rate 0.61% among 340,000; AID 504692, 2011; in the data active = activation mostly above about 9.5%, no sharp cut-off; inactive = mostly below about 7.6%;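 also: 0% = cells with vehicle only and 100% = reference agonist; strong numbers were not always called active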
Target sequence (P47898 whole entry, looked up): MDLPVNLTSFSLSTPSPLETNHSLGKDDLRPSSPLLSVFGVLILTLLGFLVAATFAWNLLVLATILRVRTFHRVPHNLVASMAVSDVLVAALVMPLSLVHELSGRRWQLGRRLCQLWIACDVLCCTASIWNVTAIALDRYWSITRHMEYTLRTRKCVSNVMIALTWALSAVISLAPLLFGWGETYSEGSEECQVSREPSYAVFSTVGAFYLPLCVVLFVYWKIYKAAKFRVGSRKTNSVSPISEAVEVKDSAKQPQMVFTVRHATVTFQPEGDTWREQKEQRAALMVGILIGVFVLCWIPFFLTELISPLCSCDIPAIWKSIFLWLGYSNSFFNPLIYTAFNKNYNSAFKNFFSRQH
HTR5A inv ag = HTR5A inverse agonists in luminescence cell assay, primary screen, counter-screen for OPRM1-OPRD1 heterodimer inverse agonist project, full-deck HTS | 5-hydroxytryptamine receptor 5A (Homo sapiens), P47898 | AID 504634, 2011 | hit rate 0.083% among 340,000 | HTR5A cell line, inverse agonism | inhibition, % at 9.3 µM; in the data active = inhibition mostly above about 23%, no sharp cut-off; inactive = mostly below about 18%;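 also: 0% = cells with DMSO and 100% = no-cell wells with DMSO; some compounds called inactive have numbers as strong as hits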
Tat transport = E. coli Tat export inhibitors, primary screen, MC4100, TorA-mCherry reporter, fluorescence, single point; AID 488895, 2010; hit rate 0.036% among 340,000; inhibition, % at 10 µM;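 active = mean replicate inhibition at least 50% and at least half of replicates individually reaching 50%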;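 also: exported cargo escapes ClpAP degradation while cytoplasmic cargo is degraded and loses fluorescence; 0% = median of neutral control wells and 100% = median of NaSCN control wells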
AddAB inh = growth inhibition of E. coli expressing H. pylori AddAB, primary screen, AddAB inhibitor project, absorbance; inhibition, % at 11.9 µM; AID 435030, 2010; hit rate 0.29% among 330,000; in the data active = inhibition above about 12%;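 also: 0% = vehicle wells of infected cells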
Ecoli viability = E. coli V3065 growth inhibition, primary screen, counter-screen for AddAB inhibitor project, absorbance, OD600; 18 h; inhibition, % at 11.9 µM; hit rate 0.27% among 330,000;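 active = inhibition above the campaign's mean inhibition across all tested compounds plus 3 SD, cut at about 9.9% in these data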;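 also: uninfected addAB+ strain grown without phage in ampicillin broth; 0% = DMSO wells and 100% = ciprofloxacin 0.95 µg/ml wells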
phage Ecoli inh = growth loss of phage-infected E. coli, primary screen, RecBCD inhibitor project, absorbance, with phage, HTS. hit rate 0.26% among 360,000. inhibition, % at 11.9 µM; in the data active = inhibition above about 11%
* = called active by the depositor; · = not tested or not shown.

SMILES	Mot1-301 SUMO	CDK5 inh	DAGLB inhibitor	PKA-R2B activ	PKA-R1A activ	HTR5A ag ctr	HTR5A inv ag	Tat transport	AddAB inh	Ecoli viability	phage Ecoli inh
CCOc1ccc(Cl)cc1CNc1nnnn1C	5	1.7	0	2	3	0	1	2	2.8	-2.5	5.1
CCc1ccc(Oc2coc3cc(O)ccc3c2=O)cc1	-10	0.4	-2	-6	-1	0	1	1	1.2	0.0	3.0
CCOC(=O)/C=c1\s/c(=C\c2ccccc2OC)c(=O)n1CC(=O)N1CCOCC1	-4	1.3	-2	-1	8	1	-2	1	1.9	-3.1	0.9
COc1cccc2c1OCC(CN1CCN(C3CCCCC3)C(CCO)C1)=C2 (stereo unspecified)	·	-0.9	-2	-4	0	2	-4	2	-0.8	1.6	1.1
Cc1ccc(C(=O)NCCN(C)C)cc1C	-10	-0.1	-2	-8	-17	11	-29	-2	3.6	0.1	2.2
CN1CCCc2cc(C=O)ccc21	-8	-0.6	-1	-4	-3	3	-26	2	1.2	3.2	1.9
CCOc1ccc(N2CC(O)(c3ccc(F)cc3)[N+]3=C2CCCC3)cc1 (stereo unspecified)	-20	-0.1	0	2	2	-1	7	-4	2.3	-2.1	-0.9
CC(=O)OCC1CCCC2=C(C)C(=O)CCC21COC(C)=O (stereo unspecified)	-11	0.4	0	4	8	0	1	5	1.9	-0.9	5.1
Cc1cccc2cc(C3CC(c4ccco4)=NN3S(=O)(=O)c3ccccc3)c(Cl)nc12 (stereo unspecified)	-14	1.9	-4	6	-3	1	-1	-1	2.3	-2.2	3.9
Nc1ccc(C(=O)OCC(=O)N2c3ccccc3Sc3ccccc32)cc1[N+](=O)[O-]	21	1.2	1	-4	1	-4	13	1	0.3	1.7	2.9
Cc1cc(C)n(-c2ccc(C(=O)NC3=NCCS3)cc2)n1	91	0.2	-1	-10	-16	-2	-27	-3	1.2	-0.1	0.9
CCN1CCN(c2nc(SC)nc3sc4c(c23)CC(C)(C)OC4)CC1	·	0.5	0	-7	-16	6	-15	12	·	·	1.8
COC(=O)C[C@H]1c2cc(C(F)(F)F)ccc2S(=O)(=O)N1Cc1ccccc1	-3	0.5	-1	3	-4	3	-2	3	1.5	1.0	0.9
CCCCOc1ccc(Cl)cc1CSc1nnc(CC)n1N	-19	0.3	-2	10	11	-1	0	2	2.0	-0.7	1.3
CCNC(=O)C/C(C)=N/NC(=O)C12CC3CC(CC(C3)C1)C2	22	0.7	-2	11	-3	2	-8	-15	0.5	-3.8	4.8
Cc1nnc(NC(=O)c2ccc(S(=O)(=O)N3CCOCC3)cc2)s1	-9	-1.6	0	-4	-7	9	-27	-10	-0.4	0.7	2.5
CCOC(=O)C(Cc1ccccc1)(NC(C)=O)C(=O)OCC	-9	-0.3	2	1	1	0	11	-8	-1.8	-0.7	1.2
C/C(CCc1ccccc1)=N\NC(=O)CC(=O)NCCc1ccccc1	7	1.2	2	-10	-9	1	-5	-4	-0.1	0.2	2.5
Cc1ccc2c(c1)N(CC(=O)NCC(C)c1ccccc1)C(=O)c1cccnc1O2 (stereo unspecified)	-12	-1.1	1	12	-6	5	-12	-1	6.7	1.1	0.9
Clc1ccc2scc(CN3CCCC3)c2c1	-5	0.8	1	-1	-11	-1	-4	-5	2.2	-1.5	3.5
CN(C)c1ccc(N2C(=O)CC(Sc3ccccc3C(=O)O)C2=O)cc1 (stereo unspecified)	-38	1.2	0	-13	-5	-1	5	-11	2.4	-0.2	2.1
O=C(Cn1nc(Cl)nc1Cl)c1ccc([N+](=O)[O-])cc1	-11	1.0	4	1	-3	3	-10	-8	0.6	-1.0	-0.5
CC12CCC(c3nnc(SCc4ccc(Cl)cc4)nc31)C2(C)C (stereo unspecified)	-5	-0.1	-12	-11	4	17	-47	11	0.5	1.1	1.3
COc1ccc(NC(=S)N2CCC(c3nc4ccc(Cl)cc4[nH]3)CC2)c(OC)c1	15	1.4	-1	11	-7	8	-21	3	0.9	3.0	2.5
CC(OC(=O)Cn1[nH]c(=O)c2ccccc2c1=O)C(=O)NC1(C#N)CCCCC1 (stereo unspecified)	-21	-2.9	2	3	1	-1	-10	2	-1.4	0.2	-0.5
CCSC1(SCC)N=C(N)C2(C#N)C(c3ccc(F)cc3)C12C#N (stereo unspecified)	10	-1.5	-1	3	0	0	7	-1	1.8	2.2	-0.1
CN(Cc1cn(C)nc1-c1ccc(Oc2ccccc2)cc1)Cc1cnc2ccccn12	11	-2.4	1	-7	-10	0	-2	2	-1.0	2.1	0.8
CCC(=O)Nc1nc(-c2ccc3c(c2)OCCO3)cs1	15	-4.4	0	3	3	4	-10	17	2.6	1.0	2.8
Cc1ccccc1S(=O)(=O)N1[C@@H](c2ccc(Br)cc2)C(C(=O)O)=CC[C@H]1c1ccc(Cl)cc1	·	-9.5	1	2	2	4	-14	8	2.4	1.2	1.5
O=C(NCc1ccccn1)c1nc(-c2ccc(C(F)(F)F)cc2)no1	17	-2.5	-2	5	-15	4	3	1	1.3	-0.9	2.9
Cc1ccc(-n2nc3c(c2NC(=O)c2ccc4c(c2)OCO4)CS(=O)(=O)C3)c(C)c1	40	0.1	0	11	1	1	2	-11	-0.1	-1.2	2.5
O=C(N/N=C/c1ccc(O)cc1)c1cccc(C(F)(F)F)c1	-11	1.9	0	4	0	-4	16	-6	0.3	0.8	1.5
CCN(CC)C(=O)CN(c1cccc(Br)c1)S(C)(=O)=O	-5	-1.6	·	·	·	·	·	4	4.1	0.6	6.0
CC(NC(=S)Nc1ccccc1OC(F)F)C(C)(C)C (stereo unspecified)	1	-1.5	0	2	3	4	-9	-4	3.2	0.4	1.4
O=C(CSCc1cnn(-c2ccccc2)c1-n1cccc1)NCc1ccccn1	-18	3.8	3	-7	1	-3	8	0	1.3	-2.8	-0.1
CN(C)Cc1cc(CN(C)C)c(O)c(CCc2ccccc2)n1	1	0.1	0	12	-7	2	-3	6	0.1	-0.1	4.5
Cc1ccc2[nH]c(=O)c(CN(Cc3nnnn3C3CCCC3)C3CCCCC3)cc2c1	-6	0.8	2	-15	-9	-3	-9	12	-1.6	0.6	2.4
NC(=O)CSc1nc2sc3c(c2c2ncnn12)CCCC3	93	0.0	-2	-2	3	2	-2	2	4.4	1.2	-0.9
O=[N+]([O-])c1ccc(N2CCNCC2)cc1NCc1cccnc1	189	-1.4	0	3	15	-3	9	5	-0.2	3.1	2.8
CCn1c(CNC(=O)c2cccc(C)c2)nnc1SCC(=O)NC1=NCCS1	-13	-0.9	0	-6	2	-1	3	8	1.0	0.7	0.6

Rewritten bar-delimited: 9 of the compounds above
canonical_smiles | Mot1-301 SUMO | CDK5 inh | DAGLB inhibitor | PKA-R2B activ | PKA-R1A activ | HTR5A ag ctr | HTR5A inv ag | Tat transport | AddAB inh | Ecoli viability | phage Ecoli inh
O=C(N/N=C/c1ccc(O)cc1)c1cccc(C(F)(F)F)c1 | -11 | 1.9 | 0 | 4 | 0 | -4 | 16 | -6 | 0.3 | 0.8 | 1.5
CCN(CC)C(=O)CN(c1cccc(Br)c1)S(C)(=O)=O | -5 | -1.6 | · | · | · | · | · | 4 | 4.1 | 0.6 | 6.0
CC(NC(=S)Nc1ccccc1OC(F)F)C(C)(C)C (stereo unspecified) | 1 | -1.5 | 0 | 2 | 3 | 4 | -9 | -4 | 3.2 | 0.4 | 1.4
O=C(CSCc1cnn(-c2ccccc2)c1-n1cccc1)NCc1ccccn1 | -18 | 3.8 | 3 | -7 | 1 | -3 | 8 | 0 | 1.3 | -2.8 | -0.1
CN(C)Cc1cc(CN(C)C)c(O)c(CCc2ccccc2)n1 | 1 | 0.1 | 0 | 12 | -7 | 2 | -3 | 6 | 0.1 | -0.1 | 4.5
Cc1ccc2[nH]c(=O)c(CN(Cc3nnnn3C3CCCC3)C3CCCCC3)cc2c1 | -6 | 0.8 | 2 | -15 | -9 | -3 | -9 | 12 | -1.6 | 0.6 | 2.4
NC(=O)CSc1nc2sc3c(c2c2ncnn12)CCCC3 | 93 | 0.0 | -2 | -2 | 3 | 2 | -2 | 2 | 4.4 | 1.2 | -0.9
O=[N+]([O-])c1ccc(N2CCNCC2)cc1NCc1cccnc1 | 189 | -1.4 | 0 | 3 | 15 | -3 | 9 | 5 | -0.2 | 3.1 | 2.8
CCn1c(CNC(=O)c2cccc(C)c2)nnc1SCC(=O)NC1=NCCS1 | -13 | -0.9 | 0 | -6 | 2 | -1 | 3 | 8 | 1.0 | 0.7 | 0.6

(listing goes on)
SMILES	Mot1-301 SUMO	CDK5 inh	DAGLB inhibitor	PKA-R2B activ	PKA-R1A activ	HTR5A ag ctr	HTR5A inv ag	Tat transport	AddAB inh	Ecoli viability	phage Ecoli inh
Cc1c(NC(=O)COC(=O)c2cc(-c3cccc4ccccc34)nc3ccccc23)c(=O)n(-c2ccccc2)n1C	3	3.7	0	-2	4	3	-5	4	2.3	-0.3	1.8
Cc1ccc(CCNC(=O)CS(=O)Cc2nc(-c3cccc(C)c3)oc2C)cc1 (stereo unspecified)	73	0.1	-3	-2	-10	0	-1	16	2.4	-2.0	4.1
CSC(=NS(=O)(=O)c1ccc(N)cc1)NS(=O)(=O)c1cccs1	·	-6.0	1	-6	-2	2	-8	-5	·	·	3.0
Cc1cc(NC(=O)CSCC(=O)N2CCN(c3cccc(C(F)(F)F)c3)CC2)no1	8	-6.9	3	-10	-9	-2	7	10	3.1	0.6	0.4
Cc1ccc(-c2nn(-c3ccccc3)cc2/C=N/n2c(-c3ccncc3)n[nH]c2=S)cc1	-4	-0.7	·	·	·	·	·	5	-0.7	-1.3	3.0
Cc1ccc(C)n1-c1ccc(N2CCOCC2)c([N+](=O)[O-])c1	-8	1.5	4	-3	-6	-1	-18	-4	-1.1	1.5	3.4
CCN(CC)c1ccc(NC(=O)COc2ccccc2C)cc1S(=O)(=O)Nc1ccccc1OC	-6	1.6	-12	2	-7	4	19	1	1.2	-0.3	1.3
CC1CCN(S(=O)(=O)c2ccc(NC(=O)CN3CCN(C)CC3)cc2)CC1	-7	0.2	2	1	-4	6	-28	-14	-2.2	-0.4	0.2
CCN(c1ccccc1)S(=O)(=O)c1cccc(C(=O)NCC(c2ccco2)N2CCCCC2)c1 (stereo unspecified)	·	-1.1	-1	4	-2	-1	5	3	·	·	0.1
COc1ccc(Nc2ncc3c(n2)CC(c2ccccc2)CC3=O)cc1 (stereo unspecified)	70	1.2	-1	-11	6	7	-22	-2	-1.3	-0.7	1.2
CC(C)C[C@H](NC(=O)c1cc2cc(Cl)ccc2n1C)C(=O)N1CCC(C(=O)O)CC1	3	2.5	-4	3	-15	2	-8	0	·	·	2.6

Screening results (PubChem)
